# Screens (PubChem)
# Imprint erasure: genomic imprint erasure induction | mouse ES Peg3-LacZ reporter, beta-gal luminescence, 40 h | Potency, µM (top dose mostly 60.7 µM), inactives show at the highest dose activity change, positive = activation, most hits filed as activators | hit rate 0.02% among 110,000 | AID 1948;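 note: 0% = negative control wells on the plate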
#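 Each well holds 300 Peg3LacZ-Neo (maternal) female ES cells incubated 40 h at 37C, 5% CO2. LacZ is measured by BetaGlo luminescence, with AC50 and maximum efficacy derived from dose-response curves.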
# p53ts 32C kill: cytotoxicity in p53ts cells at permissive temperature; H1299-p53A138V at 32C, ATP luminescence viability, 24 h; Potency, µM (highest dose often 46.1 µM), for the others: top-dose activity change, negative = cytotoxicity, most hits filed as cytotoxic; hit rate 0.93% among 130,000; AID 924;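 note: 0% = DMSO and -100% = full killing by reference compound; nearly all actives have a fitted effect of over 55% in size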
#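 H1299-p53 A138V cells (temperature-sensitive p53) exposed 24 h to up to 46 uM compound at 32C, where p53 is wild-type in conformation. Viability read as ATP luminescence and normalised to DMSO and 100 uM tamoxifen. AC50 fitted with the Hill equation.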
# IkB sig inh: suppresses IkB signaling in ABC-DLBCL reporter cells; ABC-DLBCL IkBa-CBG/CBR dual luciferase ratio, 4 h; response scale: scaled: untreated 0%, proteasome inhibitor 100%; Potency, µM (series often up to 57.1 µM), for inactives: at the top dose IkBa stabilization activation; hit rate 0.04% among 110,000; AID 445; active = well fitted curve in the direction sought with a large enough effect in the signal ratio, not every such curve was filed as active; inconclusive = small, poorly fitted or top-dose-only effect, or a change in a side signal; the % refers to the signal ratio;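 note: the direction sought is a rising ratio; 0% = basal untreated cells and 100% = reference inhibitor full response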
#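 Luminescence ratio of IκBα-fused green versus native red beetle luciferase in OCI-Ly3 cells, 4 h post-doxycycline with compound; red signal alone, scaled from basal (0%) to zero light (-100%), flagged nonspecific or cytotoxic effects.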
# p53ts 39C kill: kills p53ts cells at the nonpermissive temperature. H1299-p53A138V viability at 39C, ATP luminescence, 24 h. Potency, µM (highest dose often 46.1 µM), for inactives: at the top dose activity change, negative = cell killing, actives largely listed as cytotoxic. hit rate 1.5% among 130,000; note: nearly all actives have a fitted effect of over 55% in size
# * = called active by the depositor; ? = inconclusive; . = not tested or not shown; & = joins results of further samples; [ ] = another dose, or the depositor's remark. Unless noted, calls come from the whole dose curve; as a rule, active = well fitted curve in the direction sought with a large enough effect; inconclusive = small, poorly fitted or top-dose-only effect, or another doubt; inactive = no such curve, though single readings can be large; an effect the other way counts as inactive or inconclusive. Unless noted, % is set by controls: 0 for no effect and ±100 for the full control effect; potency is the fitted concentration of half-maximal effect.
SMILES,Imprint erasure,p53ts 32C kill,IkB sig inh,p53ts 39C kill
CCOc1ccc(-c2cn(-c3ccc(OC)cc3)c(SCC(=O)Nc3ccccc3Cl)n2)cc1,-18.3%[10.9 µM],10.1%,-0.6%,-11.1%
Cc1sc2nc(C(C)C)nc(SCC(=O)NCc3ccco3)c2c1C,-15.7%,4.3%,?,-11.8%
Cc1ccc2c(CSc3nnc(C4CC4)n3N)cc(=O)oc2c1,-7.7%,1.9%,-1.4%,0.5%
CC(C)(C)c1ccc(-c2nc(SCC(=O)Nc3ccccc3F)n3[nH]c(=O)cc3n2)cc1,-5.0%[10.9 µM],-3.0%,0.0%,-13.4%
c1coc(-c2nnc(SCc3cn4ccccc4n3)o2)c1,0.3%,6.9%,-0.3%,3.5%
O=C(c1cc(-c2cccs2)on1)N1CCc2ccccc2C1,-16.9%,-8.8%,?,-5.8%
COc1cc(OC)c(NC2=C(c3ccc(C(F)(F)F)cc3)C(=O)c3ccccc32)cc1Cl,-7.4%[10.9 µM],18.7%,?,3.4%
CSc1n[nH]c(NCc2ccc(Cl)cc2)n1,.,-22.0%,.,-25.3%
COc1ccc(CCN(C)CCC[C@@](C#N)(c2cc(OC)c(OC)c(OC)c2)C(C)C)cc1OC,.,20.0%,-3.7%,11.3%
Cc1cc2c(cc1S(=O)(=O)NCc1ccc(N(C)C)cc1)OCC(=O)N2,-12.2%[10.9 µM],-2.2%,?,-11.4%
O=C(Oc1cccc(N2C(=O)CCC2=O)c1)c1ccccc1,.,-3.7%,.,7.2%
c1nnn(C23CC4CC(CC(C4)C2)C3)n1,-16.7%,14.7%,-2.3%,15.5%
O=C(c1ccco1)N1CCN=C1SCc1cccc(Cl)c1,-14.8%,-5.2%,-1.8%,-4.1%
O=C(CCn1c(=O)c2cccn2c2cccnc21)NCc1ccccc1Br,-11.6%[10.9 µM],-1.0%,-1.7%,13.6%
COC(=O)c1ccccc1NC(=O)C1CCN(S(C)(=O)=O)CC1,-10.8%,9.5%,-3.6%,-2.1%
CCOc1ccc(N2CCCn3c2nc2c3c(=O)n(CCc3ccccc3)c(=O)n2C)cc1,-14.5%,-5.6%,?,-6.1%
CCOC(=O)c1c(C)nn(Cc2ccccc2)c1N,-1.7%,4.8%,2.4%,7.7%
COC(=O)c1sccc1S(=O)(=O)N(CC(=O)NCc1ccccc1)c1ccccc1,-12.5%[10.9 µM],0.3%,0.9%,3.9%
CCCCOc1ccc(CNC(=O)Cn2ncn3c(cc4cc(F)ccc43)c2=O)cc1,-15.0%[10.9 µM],-4.1%,3.1%,-13.8%
Cc1ccc(CNC(=O)CSc2c3c(nc4cc(Cl)ccc24)CCCC3)cc1,-17.9%[10.9 µM],-0.4%,0.9%,-16.1%
OC1CCCN(c2c3c(nc4cc(-c5cccc(Cl)c5)nn24)CCC3)C1 (stereo unspecified),-12.3%,-6.7%,-2.6%,-11.7%
COc1ccc(CNC(=O)C2CCN(c3nnc(C)c4c(C)n(-c5ccc(C)cc5)nc34)CC2)cc1,-7.6%[10.9 µM],?,?,?
Cc1ccc(C)c(NC(=O)C2CC(O)CN2C(=O)OC(C)(C)C)c1 (stereo unspecified),-2.3%,-1.3%,-0.8%,-11.6%
Cc1ccc(NC(=O)CSc2nnc(Cn3c(=O)sc4ccccc43)n2C)cc1,-4.5%,-4.8%,5.0%,-4.9%
Cc1ccc(S(=O)(=O)Nc2cc3c(cc2NCc2ccccc2)n(C)c(=O)n3C)cc1,-8.6%[10.9 µM],3.8%,?,-25.6%

# Record cards, as listed above:
# O=C(c1cc(-c2cccs2)on1)N1CCc2ccccc2C1 is listed as Imprint erasure = -16.9%; p53ts 32C kill = -8.8%; IkB sig inh = ?; p53ts 39C kill = -5.8%
# CCOc1ccc(N2CCCn3c2nc2c3c(=O)n(CCc3ccccc3)c(=O)n2C)cc1 is listed as Imprint erasure = -14.5%; p53ts 32C kill = -5.6%; IkB sig inh = ?; p53ts 39C kill = -6.1%

# An excerpt from above with just IkB sig inh and p53ts 39C kill.
Compound	IkB sig inh	p53ts 39C kill
c1nnn(C23CC4CC(CC(C4)C2)C3)n1	-2.3%	15.5%
O=C(c1ccco1)N1CCN=C1SCc1cccc(Cl)c1	-1.8%	-4.1%
O=C(CCn1c(=O)c2cccn2c2cccnc21)NCc1ccccc1Br	-1.7%	13.6%
COC(=O)c1ccccc1NC(=O)C1CCN(S(C)(=O)=O)CC1	-3.6%	-2.1%
CCOc1ccc(N2CCCn3c2nc2c3c(=O)n(CCc3ccccc3)c(=O)n2C)cc1	?	-6.1%
CCOC(=O)c1c(C)nn(Cc2ccccc2)c1N	2.4%	7.7%

# The listing picks up, repeating the five entries before the break.
SMILES,Imprint erasure,p53ts 32C kill,IkB sig inh,p53ts 39C kill
OC1CCCN(c2c3c(nc4cc(-c5cccc(Cl)c5)nn24)CCC3)C1 (stereo unspecified),-12.3%,-6.7%,-2.6%,-11.7%
COc1ccc(CNC(=O)C2CCN(c3nnc(C)c4c(C)n(-c5ccc(C)cc5)nc34)CC2)cc1,-7.6%[10.9 µM],?,?,?
Cc1ccc(C)c(NC(=O)C2CC(O)CN2C(=O)OC(C)(C)C)c1 (stereo unspecified),-2.3%,-1.3%,-0.8%,-11.6%
Cc1ccc(NC(=O)CSc2nnc(Cn3c(=O)sc4ccccc43)n2C)cc1,-4.5%,-4.8%,5.0%,-4.9%
Cc1ccc(S(=O)(=O)Nc2cc3c(cc2NCc2ccccc2)n(C)c(=O)n3C)cc1,-8.6%[10.9 µM],3.8%,?,-25.6%
Cc1cccc(CNC(=O)c2ccc(NC(=O)N3CC(C)Sc4ccccc43)cc2)c1 (stereo unspecified),-10.8%[10.9 µM],1.9%,?,-17.3%
CC(C)(C)n1nnnc1C(c1cccc(C#N)c1)N1CCCc2ccccc21 (stereo unspecified),.,-5.2%,-0.4%,-6.0%
O=C(C1CCN(S(=O)(=O)N2CCC3(CC2)OCCO3)CC1)N1CCOCC1,-0.1%,3.6%,-0.4%,10.3%
CN1CCN(Cc2cc(COCc3ccccc3)c3cccnc3c2O)CC1,-24.2%,-28.9%,6.4%,5.01µM*
Cc1cc(C)c2c(n1)SCCN2C(=O)Nc1ccc(C(=O)Nc2ccc(C(C)C)cc2)cc1,3.8%[10.9 µM],?,-1.2%,-20.8%
COc1cc(C(=O)N2CC(=O)Nc3ccc(C)cc3C2c2ccc(F)cc2)cc(OC)c1OC (stereo unspecified),-6.5%[10.9 µM],-2.7%,-1.6%,-16.3%
COc1ccccc1CNS(=O)(=O)c1cc(Br)cc2c1N(C(C)=O)C(C)C2 (stereo unspecified),-8.3%[10.9 µM],-8.1%,?,25.4%
NC(=O)c1ncn([C@H]2O[C@@H](CO)[C@@H](O)[C@@H]2O)n1,-4.0%[16.8 µM],-10.3%[20.6 µM],0.1%[25.6 µM],4.7%[20.6 µM]
CC(=O)N1CCc2cc(S(=O)(=O)NC(CC(C)C)C(=O)Nc3cc(C)ccn3)ccc21 (stereo unspecified),-10.1%,-1.2%,0.7%,5.6%
CC(C)Cc1nnc(NC(=O)CSc2ncn[nH]2)s1,-11.7%,4.6%,2.3%,6.4%
CCc1ccc(CNC(=O)Cc2c(C(=O)O)c(C)cn2C)cc1,-5.4%[10.9 µM],-5.5%,-2.6%,-11.0%
COc1ccc(C)cc1NC(=O)N1CCN(c2nnc(C)c3c(C)n(-c4ccccc4)nc23)CC1,-21.6%[10.9 µM],15.5%,-1.0%,-2.6%
Cc1cccc(N2CCN(C(=O)Cn3nc(C)n4cccc4c3=O)CC2C)c1 (stereo unspecified),-15.6%[10.9 µM],-3.8%,-0.2%,-17.5%
CC[C@H]1NC(=O)c2cc(S(N)(=O)=O)c(Cl)cc2N1,4.7%[16.8 µM],-5.9%[20.6 µM],-0.6%[25.6 µM],5.1%[20.6 µM]
CCCC(=O)C1=C(N(C)c2ccccc2)CC(C)(C)C(C(=O)OC)C1=O (stereo unspecified),-5.6%,0.0%,0.2%,1.8%
Cc1cc(C)n(-c2nc(NCCO)c3c4c(sc3n2)CCCC4)n1,-15.2%,-10.1%,-1.7%,-6.1%
COC(=O)C(C)Sc1ncnc2c1c(-c1ccccc1)cn2-c1ccc(OC)cc1 (stereo unspecified),.,8.2%,.,-15.7%
COCCn1c(SCC(=O)N2CC(=O)Nc3ccccc32)nnc1-c1ccoc1C,.,9.7%,.,19.3%
COc1ccccc1NC(=O)C1=C(C)Nc2c(C(=O)Nc3ccc(F)cc3)cnn2C1c1ccc(Cl)cc1 (stereo unspecified),22.2%[10.9 µM],9.9%,?,7.1%
O=C(CCS(=O)(=O)c1ccc(Br)s1)N1CCc2ccccc21,-13.9%,3.2%,2.1%,-12.8%
Cc1ccc(N(C(C)C(=O)Nc2ccc3c(c2)OCO3)S(C)(=O)=O)cc1 (stereo unspecified),-2.1%,3.4%,4.3%,10.5%
CCOC(=O)c1ccc(CS(=O)c2ccc(Cl)cc2)o1 (stereo unspecified),-8.4%,7.2%,-2.7%,-16.1%
CCOC(=O)CCN(c1ccccc1)S(=O)(=O)c1ccc2[nH]c(=O)ccc2c1,4.2%[10.9 µM],-0.7%,?,-26.6%
O=C(c1cc2ccccc2c(=O)o1)N1CCCc2ccccc21,1.4%,-9.2%,1.4%,-4.9%
Cc1ccc(-c2nnc3ccc(SC(C)C(=O)O)nn23)cc1 (stereo unspecified),-11.7%,2.7%,-2.3%,4.7%

# Two entries drawn at random from the list so far:
SMILES,Imprint erasure,p53ts 32C kill,IkB sig inh,p53ts 39C kill
CN1CCN(Cc2cc(COCc3ccccc3)c3cccnc3c2O)CC1,-24.2%,-28.9%,6.4%,5.01µM*
COC(=O)C(C)Sc1ncnc2c1c(-c1ccccc1)cn2-c1ccc(OC)cc1 (stereo unspecified),.,8.2%,.,-15.7%

# New compounds follow
SMILES,Imprint erasure,p53ts 32C kill,IkB sig inh,p53ts 39C kill
CCOC(=O)C1(Nc2nccs2)Sc2ccccc2NC1=O (stereo unspecified),-18.9%,16.3%,1.2%,-7.6%
COc1ccc(N2C(=O)CC(SCC(=O)O)C2=O)cc1 (stereo unspecified),.,-16.9%,.,5.8%
Cc1ccc(CSc2oc(-c3ccco3)nc2S(=O)(=O)c2ccc(Cl)cc2)cc1,-8.0%[10.9 µM],2.2%,?,9.8%
CCOc1cc(-c2ccc(OC(=O)c3ccc(C)cc3)c(OC)c2)cc(=O)c2c(C)oc(C)c12,-38.7%[inhibitor][10.9 µM],-23.3%,0.6%,75.6%[activator]
CCC(C)NC(=O)c1cnn2c1NC(c1ccc3c(c1)OCO3)CC2C(F)(F)F (stereo unspecified),9.3%,7.3%,-0.6%,-9.8%
C[C@H]1NC(=O)NC1=O,5.3%&8.4%[16.8 µM],3.7%&6.5%[20.6 µM],0.6%&-0.9%[25.6 µM],9.5%&4.1%[20.6 µM]
Cc1ccc2[nH]c(=O)c(CN(CC3CCCO3)C(=O)c3ccncc3)cc2c1 (stereo unspecified),-9.1%,-1.8%,0.8%,8.4%
O=C(Nc1ccc2oc(-c3ccccc3)nc2c1)c1ccc2c(c1)OCCO2,-20.7%,-15.2%,?,-19.6%
Cc1cc(C)cc(-n2c(=O)c3sccc3n(CC(=O)NCc3ccco3)c2=O)c1,-3.7%,2.9%,-0.7%,-6.2%
O=C(O)c1ccc2c(c1)N(Cc1cccc(F)c1)C(=O)CS2,-7.4%,-10.0%,6.2%,0.1%
